MT stabilize HCS = microtubule stabilizers in HeLa cells. HeLa tubulin immunostaining HCS, 24 h; share of cells brighter than vehicle mean+2SD. % tubulin-high responders, % at 10 µM. hit rate 0.83% among 200,000. AID 2205;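 active = plate Z-score above 3 for both tubulin-high and condensed-nucleus cell shares, with cell loss under 80%, at 10 µM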;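 note: anti alpha tubulin signal scored within the nucleus-defined area of each cell; some results filed as inactive read as strong as hits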
HIV peptide binding = inhibitors of HIV fusion peptide binding, primary screen, biochemical, uHTS, fluorescence dequenching (AID 1986); cell-free peptide binding, fluorescence dequenching, 30 min; higher % means a stronger effect; inhibition, % at 20 µM, or IC50 in µM where a hit was titrated; hit rate 0.3% among 290,000; in the data active = inhibition mostly above about 52%, no sharp cut-off; inactive = mostly below about 76%; note: some results filed as inactive read as strong as hits
Dynein cargo inh = dynein cargo transport inhibition; z-score, hits read low; hit rate 0.47% among 220,000; 3617.4 mouse cells, GR-EGFP nuclear translocation imaging; test concentration mostly 20 µM; stimulated with dexamethasone, 1 µM; hits give low values;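 active = plate z-score of nuclear minus cytoplasmic receptor signal below a set negative limit, without overly bright fluorescence or cell loss, cut at about -3.5 in these data, passing the limit was not always enough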;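 note: z-score of nuclear minus cytoplasmic ring GR-EGFP intensity difference per well; some compounds called inactive have numbers as strong as hits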
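Buffer or medium: tetracycline-free induction medium containing charcoal-stripped FBS / Reagent: dexamethasone agonist, 1.0 µM final, for 30 min / Technique: automated 10x imaging of fixed Hoechst-stained cells / Times: induction 48 h, compound 1 h, agonist 30 min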
AID2073 = inhibitors of Mint1-CaV2.2 protein interaction, biochemical, HTRF (AID 2073); HTRF protein-protein interaction, Mint1-CaV2.2; higher % means a stronger effect; inhibition, % at 20 µM, or IC50 in µM where a hit was titrated; hit rate 0.19% among 290,000; in the data active = inhibition mostly above about 51%, no sharp cut-off; note: some results filed as inactive read as strong as hits
Insulin prom up = MIN6 insulin promoter up-regulation; MIN6 insulin promoter-GFP reporter, high-content imaging; hits give high values; z-score at 5 µM; hit rate 0.3% among 190,000;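 active = z-score above 3 at 5 µM with at least 500 cells counted in the well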
Autophagy mod = alters autophagy in cells. MEF GFP-LC3 puncta imaging; test concentration mostly 10 µM. calls only at 10 µM (by protocol). hit rate 0.98% among 190,000. AID 463193;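 active = percentage of spot-positive cells more than 3 SD above its plate mean, without a fluorescence outlier flag or 80% toxicity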;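 note: spot-positive cell cutoff set from DMSO-treated cells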
b-catenin transl = alters nuclear translocation of beta-catenin in HeLa cells; nuclear translocation activity, % at 5 µM; hit rate 0.3% among 190,000; AID 1665; immunofluorescence imaging;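 active = nuclear translocation activity above 50% at 5 µM, with a well cell count of 50 or more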;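 note: per-cell ratio of nuclear to cytoplasmic median beta-catenin stain intensity; plate controls were DMSO negative control for no effect and GSK-3 inhibitor IX positive control for full effect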
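Test system: human HeLa cell line; Doses: 5 µM primary, 0.02–20 µM confirmation; Incubation: 24 h compound exposure, 37°C; Detection: beta-catenin immunofluorescence imaging with DAPI; Read-out: beta-catenin nuclear/cytoplasmic ratio, % activation.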
WT yeast gro inh = growth inhibition of WT yeast, mitochondrial fusion screen; mitochondrial fusion phenotypic screen, WT strain; inhibition, % at 10 µM; hit rate 2.1% among 190,000; AID 1362; in the data active = inhibition above about 58%; tested in S. cerevisiae
Yfh1-depleted yeast = enhancers of respiration in Yfh1-depleted yeast, dose response, Friedreich's ataxia, plus single-dose screen (AID 1465) | S. cerevisiae Yfh1-off respiration, WST-1 reduction, 72 h; higher fold induction means a stronger effect | fold induction at 50 µM; hits with a dose series show EC50 in µM | hit rate 0.074% among 220,000;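 active = fold induction of absorbance versus untreated yeast above a set limit, then at least 30% activation at any dose in follow-up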;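 note: activators that raise dye reduction in frataxin-depleted yeast; strong numbers were not always called active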
WT yeast gro inh mutant strain = second read-out of WT yeast gro inh, no call of its own (marks repeat the call); inhibition, %; mitochondrial fusion phenotypic screen, mutant strain inhibition
Dynein cargo inh cytoplasmic EGFP = second read-out of Dynein cargo inh, no call of its own (marks repeat the call); z-score; measured here: cytoplasmic GR-EGFP intensity; hits give high values
Dynein cargo inh nuclear GR-EGFP = further read-out of Dynein cargo inh, marked with its call; z-score; measured here: nuclear GR-EGFP intensity;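 lower value marks the stronger effect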
Dynein cargo inh cell count = recorded beside Dynein cargo inh, whose call it bears; z-score; measured here: cell count per field
Insulin prom up cell count = further read-out of Insulin prom up, marked with its call; cell count; measured here: cytotoxicity, nuclei count;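 total cells summed across four imaged fields per well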
b-catenin transl cell count 5 µM = second read-out of b-catenin transl, no call of its own (marks repeat the call); cell count; measured here: cell count, cytotoxicity flag
MT stabilize HCS Hoechst-high % = second read-out of MT stabilize HCS, no call of its own (marks repeat the call); % Hoechst-high responders; measured here: nuclear condensation Hoechst responders;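 share of cells brighter than vehicle mean plus two SD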
MT stabilize HCS cytotoxicity % = second read-out of MT stabilize HCS, no call of its own (marks repeat the call); toxicity, %; measured here: cytotoxicity by cell density;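 0% = mean cell density of plate MIN control wells and 100% = no cells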
Autophagy mod cell loss 18 h = also measured in Autophagy mod; calls as there; toxicity, %; measured here: cell loss, nuclei count;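 cell loss after 18 h compound exposure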
Active calls of the source: *; i = inactive; nt = no result given.

SMILES	MT stabilize HCS	MT stabilize HCS Hoechst-high %	MT stabilize HCS cytotoxicity %	HIV peptide binding	Dynein cargo inh	Dynein cargo inh cytoplasmic EGFP	Dynein cargo inh nuclear GR-EGFP	Dynein cargo inh cell count	AID2073	Insulin prom up	Insulin prom up cell count	Autophagy mod	Autophagy mod cell loss 18 h	b-catenin transl	b-catenin transl cell count 5 µM	WT yeast gro inh	WT yeast gro inh mutant strain	Yfh1-depleted yeast
CC1CCN(c2nc3ccccc3nc2N2CCC(C)CC2)CC1	1.2	1.1	5.5	0.7%	-0.2	-0.22	0.0077	0.44	-2%	-0.08	1320	i	-13	-0.3	1254	4	-2	nt
Cc1cccc(NC(=O)CSc2nnc(-c3ccc(S(=O)(=O)N4CCCC4)cc3)o2)c1	3.2	1.9	7.8	2.6%	-0.34	-0.41	0.13	0.24	1%	-0.84	1317	i	3	-8.4	908	-21	-6	i
Cc1cc(C(=O)OCn2nnc3ccccc3c2=O)c(C)o1	5.7	2.9	11	0.0%	0.14	0.0098	0.51	0.37	-11%	0.21	1264	i	2	-3.7	800	5	11	i
COc1ccc(N2CCN(C(=O)c3cc4c(-c5ccc(Cl)cc5)nn(C)c4s3)CC2)cc1	4.7	1.6	5.3	-0.8%	0.38	-0.22	0.37	-0.26	19%	-1.9	974	i	5	nt	nt	15	0	i
Cc1cc(S(=O)(=O)NCc2ccccc2)ccc1OCC(=O)NCC1CCCO1 (stereo not drawn)	6.1	2.9	12	-0.4%	-1.1	-0.23	-0.2	1.8	-3%	-0.4	1518	i	17	-0.2	1463	-13	9	i
CN(C)c1ccc(CNc2ncn[nH]2)cc1	1.4	1.2	4.2	-0.6%	0.62	-0.063	0.69	0.058	-2%	0.07	1598	i	-5	5.7	907	1	-6	i
COc1ccc(Cc2ccc(OC)c(N)c2)cc1N	5.0	3.6	7.9	0.0%	-0.43	0.076	-0.21	1	-7%	nt	nt	i	6	nt	nt	-10	8	i
N#CCCn1c(O)c(N=NC(=O)CNC(=O)c2cccs2)c2ccccc21	nt	nt	nt	-2.5%	-0.15	-0.28	-0.058	0.51	-9%	nt	nt	nt	nt	-0.3	1334	nt	nt	i
COc1ccc(C(O)C(CC(=O)NCCCOC(C)C)C(=O)NCCCOC(C)C)cc1OC (stereo not drawn)	5.8	1.7	7.4	-0.9%	-0.65	-0.033	-0.43	-0.76	3%	0.42	1542	i	-1	-1.5	1139	-15	-12	i
CCCn1cc(SCC(=O)Nc2nnc(C)s2)c2ccccc21	2.9	1.6	8.6	-2.2%	-0.025	-0.16	0.23	0.36	8%	-0.7	1840	i	0	0.3	1001	0	0	i
Cn1c(C(=O)OC(C(=O)NC2CCCC2)c2cccnc2)cc2sccc21 (stereo not drawn)	2.3	1.3	11	-0.8%	0.61	-0.27	0.6	1.3	-2%	nt	nt	i	-2	8.3	550	15	0	i
CCOc1ccc(-c2nc(C#N)c(NCC3CCCO3)o2)cc1 (stereo not drawn)	1.3	1.6	5.0	0.4%	-0.37	-0.14	-0.27	0.62	16%	nt	nt	i	-1	-1.9	1239	-9	-7	i
O=C(/C=C/c1cccc(Cl)c1)N1CCC(Cc2ccccc2)CC1	2.0	1.5	8.9	2.5%	0.65	-0.21	0.44	-0.11	-3%	0.48	1322	i	-1	nt	nt	65*	29*	i
CCCCN(C(=O)CSc1nnc(-c2ccc(OC)cc2)n1CC)c1c(N)n(Cc2ccccc2)c(=O)[nH]c1=O	1.1	2.2	10	1.3%	0.4	-0.17	0.54	-1.1	-6%	-0.59	1265	i	2	-0.9	1158	-1	4	i
N#CCCN1CCN(S(=O)(=O)c2ccc3c(c2)OCCCO3)CC1	1.2	1.0	6.5	-4.5%	0.14	-0.12	0.43	-0.6	-1%	1.6	871	i	-2	-2.8	1013	-26	18	i
Cc1ccc(S(=O)(=O)Oc2cccc(/C=N/Nc3ccc(C(=O)O)cc3)c2)cc1	nt	nt	nt	36%	0.54	-0.26	0.16	-0.62	24%	0.27	1032	nt	nt	-2.3	1263	nt	nt	i
COc1cc(S(=O)(=O)Nc2ncccc2C)c(OC)cc1Cl	2.5	2.5	6.3	-1.5%	1.2	-0.21	0.46	0.2	1%	nt	nt	i	-9	nt	nt	9	-2	i
Cc1cc(C)n2c(nc3ccccc32)c1C(=O)NCc1ccccc1	2.0	2.1	3.7	-1.4%	-0.017	-0.27	0.17	-0.095	46%	0.14	1276	i	22	-0.7	1093	8	-1	i
Cc1cc(N2CCOCC2)nc(SCC(=O)c2ccc(Cl)cc2)n1	2.6	2.1	8.5	-1.8%	-0.67	-0.15	-0.43	0.53	-4%	0.59	1133	i	-3	-0.3	1211	2	17	i
CC(NS(=O)(=O)c1ccccc1)C1COc2ccccc2O1 (stereo not drawn)	1.8	1.4	5.2	-2.0%	-0.16	-0.05	0.29	0.1	5%	-0.67	788	i	-11	-2.2	1178	-15	1	i
COc1cccc(/C=N/n2c(-c3n[nH]c4c3CCC4)n[nH]c2=S)c1OC	nt	nt	nt	0.1%	-0.23	-0.21	-0.069	0.11	-42%	-0.14	1374	nt	nt	-3.2	1211	nt	nt	i
Cc1cc(OCC(=O)NCc2cccnc2)ccc1[N+](=O)[O-]	2.5	2.4	4.2	-1.3%	0.13	-0.3	0.74	-0.32	-7%	-4.2	950	i	9	-5.5	788	1	7	i
CCCNS(=O)(=O)c1ccc(CCC(=O)N2CCN(c3ccc(F)cc3)CC2)cc1	2.5	1.4	9.2	-1.7%	0.81	-0.25	0.5	0.61	5%	-0.16	1407	i	1	-2.0	563	-4	16	i
Cc1cc2ccccc2n1CCNC(=O)c1ccc(S(=O)(=O)N2CCOCC2)cc1	3.6	2.0	3.8	-0.7%	-0.53	-0.18	0.2	0.62	-5%	nt	nt	i	-4	-3.6	1185	6	21	i
O=C(Nc1ccc2c(c1)C(=O)N(C1CCCCC1)C2=O)C1CCCO1 (stereo not drawn)	4.5	2.6	5.1	-3.4%	-0.73	-0.25	-0.52	0.53	15%	nt	nt	i	-6	nt	nt	-5	-11	i
SMILES	MT stabilize HCS	MT stabilize HCS Hoechst-high %	MT stabilize HCS cytotoxicity %	HIV peptide binding	Dynein cargo inh	Dynein cargo inh cytoplasmic EGFP	Dynein cargo inh nuclear GR-EGFP	Dynein cargo inh cell count	AID2073	Insulin prom up	Insulin prom up cell count	Autophagy mod	Autophagy mod cell loss 18 h	b-catenin transl	b-catenin transl cell count 5 µM	WT yeast gro inh	WT yeast gro inh mutant strain	Yfh1-depleted yeast
CC1=C(C)CC(C(=O)NNC(=O)c2csc3c2CCC(C(C)(C)C)C3)C(C(=O)O)C1 (stereo not drawn)	6.8	1.5	7.5	15%	-0.46	-0.31	-0.62	0.64	1%	-0.25	1509	i	8	-4.5	634	10	3	i
Cc1noc(C)c1CN1C(=O)NC(Cc2ccccc2)(Cc2ccccc2)C1=O	2.9	4.0	8.4	1.6%	-0.82	-0.18	-0.27	0.6	0%	0.68	1266	i	4	-0.5	1031	-1	17	i
CCN(CC)CCN(Cc1cc2ccc(C)cc2[nH]c1=O)C(=S)Nc1ccccc1C(=O)OC	1.8	3.0	16	-0.4%	-1.2	-0.22	-0.9	1.2	-9%	-2.3	1518	i	12	-0.6	1463	-1	2	i
CC(C)CCNC(=O)Cn1c(=O)oc2cc(S(=O)(=O)N3CC(C)CC(C)C3)ccc21 (stereo not drawn)	10	3.3	4.5	-3.1%	-0.93	-0.23	-0.52	0.33	-8%	-0.22	1036	i	7	nt	nt	-5	-8	i
CN(CC(=O)Nc1ccc(N2CCOCC2)cc1)CC(=O)Nc1ccccc1[N+](=O)[O-]	2.8	2.4	1.8	1.1%	-0.63	-0.33	-0.46	0.82	0%	-0.52	1250	i	0	0.2	888	-8	-17	i
Cc1c(N=Cc2ccco2)c(=O)n(-c2ccccc2)n1C	4.2	1.7	9.9	-1.5%	-0.92	-0.19	-0.24	4.1	9%	0.17	1307	i	-4	-3.0	908	8	-2	i
C[C@@H]1CC[C@]2(O[C@@H](CCO)C[C@H](O)[C@H]2O)O1	3.2	2.2	6.1	-0.9%	0.79	-0.27	0.71	0.26	-1%	0.93	1279	i	9	nt	nt	10	-3	i
CCOC(=O)c1sc(NC(=O)CSc2ccccn2)c(C#N)c1C	1.7	2.0	2.5	1.6%	0.78	-0.24	0.25	0.44	4%	-0.27	1255	i	-2	-0.1	1168	8	5	i
CC(C)(C)C(=O)Cn1ncc(N2CCOCC2)c(Br)c1=O	1.2	1.9	7.7	-0.1%	-0.9	-0.28	-0.41	0.74	1%	-0.34	1578	i	-1	-4.8	1127	12	6	i
COc1ccc(CNC(=O)COC(=O)c2cc(-c3ccc(Cl)s3)nc3ccccc23)cc1	3.7	2.6	6.7	-1.4%	0.056	0.74	0.9	-0.29	44%	1.4	854	i	-5	0.6	987	10	11	nt
Cc1ccc(SCC(=O)NC(C)(C)C)cc1	1.7	1.4	1.6	0.3%	-0.18	-0.16	0.023	0.41	5%	0.43	1830	i	26	-0.5	1037	-21	-23	i
CC1=NN(c2nc(-c3ccc(C#N)cc3)cs2)C(=O)C1	3.5	2.4	4.6	28%	-0.13	-0.29	-0.56	1.2	10%	0.56	1402	i	-17	-0.9	1533	-13	-12	i
Cc1ccc(N/C=C/C(=O)c2ccccc2)cc1C	2.2	1.4	9.0	1.0%	-0.22	-0.21	-0.034	0.36	11%	-0.33	1223	i	-4	nt	nt	-1	13	i
